Assay outcomes as filed in PubChem.
mec2-1: NCI yeast anticancer drug screen, S. cerevisiae mec2-1 strain | % growth inhibition at 50 µM | actives 9% (n = 79,000);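 note: 0% = growth of vehicle-only cultures of the same strain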
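Cells of the genetically defined mec2-1 yeast strain are incubated with test compound. Inhibition of growth is calculated against vehicle-treated controls.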
yeast bub3: NCI yeast anticancer drug screen, S. cerevisiae bub3 mutant strain; % growth inhibition at 50 µM; actives 9.9% (n = 78,000); AID 167;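 note: 0% = growth of vehicle-only cultures of the same strain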
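Screening used yeast with an engineered genetic alteration affecting cell cycle control. Compound-exposed cultures were compared with vehicle cultures, and reduced growth was taken as inhibition.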
mlh1 rad18: NCI yeast anticancer drug screen, S. cerevisiae mlh1 rad18 strain; growth inhibition, % at 50 µM; actives 11% (n = 79,000); AID 175;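 note: 0% = growth of vehicle-only cultures of the same strain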
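Cells of a genetically altered yeast strain, deficient in DNA damage repair, were treated with compound. Their growth was then compared with that of vehicle-treated cultures to give inhibition.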
yeast rad50: NCI yeast anticancer drug screen, S. cerevisiae rad50 strain | % growth inhibition at 50 µM | actives 10% (n = 79,000) | AID 155;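 note: 0% = growth of vehicle-only cultures of the same strain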
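A DNA repair-deficient yeast mutant serves as the test organism; compound-induced growth inhibition is calculated against vehicle-treated cells.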
sgs1 mgt1: NCI yeast anticancer drug screen, S. cerevisiae sgs1 mgt1 strain. AID 161. actives 10% (n = 78,000). growth inhibition, % at 50 µM;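 note: 0% = growth of vehicle-only cultures of the same strain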
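Mutant yeast exposed to compound; growth scored against vehicle-only wells.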
cln2 rad14: NCI yeast anticancer drug screen, S. cerevisiae cln2 rad14 strain. AID 165. actives 8.3% (n = 78,000). growth inhibition, % at 50 µM;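 note: 0% = growth of vehicle-only cultures of the same strain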
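Growth of compound-exposed yeast (cln2 rad14 genotype) measured and expressed as inhibition relative to vehicle.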
An asterisk follows results filed as active; . = not tested or not shown; & = joins results of further samples. Cut-off read from the data, not from the text of the source: active = growth inhibition above about 70%; inactive = the rest.

SMILES	mec2-1	yeast bub3	mlh1 rad18	yeast rad50	sgs1 mgt1	cln2 rad14
Cn1c2c(c3ccccc31)CCN(CCCCN1CCc3c(n(C)c4ccccc34)C1=O)C2	-24	-5	-13	0	-19	5
Cc1c([N+](=O)[O-])oc2cc3c(cc12)CCCC3	-13	12	20	-26	8	0
CCOC(=O)C1C2CCCCC21OC (stereo not given)	-20	-2	-3	-24	10	-15
CCCCCCCCCCCCN1/C(=C/C=C\c2sc3ccccc3[n+]2CCCCCCCCCCCC)Sc2ccccc21	21	-17	-16	-29	6	-19
CCCCCCCCCCCCCCCCCCCCCCCCCCO	-10	-1	-7	-16	-14	-9
CC(=Nc1ccc(N(C)C)cc1)c1ccccc1	55	72*	71*	70	46	45
CC(C)(CO)CNC(=O)C(C)(C)CO	14	17	-4	8	-5	21
CCCCCCCCCCCCCCCCCCOc1ccccn1	-32	-18	3	-10	-10	3
O=C1c2ccccc2CC12Cc1ccccc1C2	-17	-30	0	2	-4	-15
c1ccc(-c2cnc3cccnc3n2)cc1	-25	-10	-13	-2	-19	-36
CCSC(SCC)C(O)C(O)C(O)C(C)O (stereo not given)	2	-5	7	32	4	-34
Nc1cc(N)c(N)cc1N	-29&17	-14&42	9&15	-6&-30	-5&13	22&-2
COc1ccc(C2CC(=O)N(c3nccc(C)n3)C(=O)C2)cc1	14	-16	14	14	16	-19
O=C1CCCCO1	-19	-43	-5	-16	-27	19
CCCCCC/C(CC(=O)CCC(=O)NCCc1ccccc1)=N\Nc1ccc([N+](=O)[O-])cc1[N+](=O)[O-]	15	12	-2	0	-36	34
CCC(C)(O)CCCc1ccccc1 (stereo not given)	-14	-17	-114	-4	-13	-60
O=C(O)c1c(Br)cc(Br)cc1Br	-2	1	-12	-25	12	-38
O=C1OCCC/C1=C/c1ccc2c(c1)OCO2	8	14	-12	-4	-8	3
COC(=O)c1cc(N)ccc1Br	-19	-9	6	-6	-29	-53
c1ccc2c(c1)N=C(NNC1=Nc3ccccc3SC1)CS2	-3	1	1	2	2	-1
O=C1Nc2ccccc2NC(=O)C(=C(c2ccccc2)c2ccccc2)C1=C(c1ccccc1)c1ccccc1	98*	98*	44	47	53	98*
CC(=O)OCCc1ccccc1C#N	9	-4	12	7	9	-11
CC1CN(CCCOC(=O)Nc2cccc3ccccc23)CCN1Cc1ccccc1 (stereo not given)	94*	82*	96*	81*	96*	98*
O=C1C(c2ccc(Br)cc2)=[N+]([O-])c2ccccc21	87*	96*	96*	94*	94*	86*

Compound profiles, from the list above. Order of values: mec2-1 | yeast bub3 | mlh1 rad18 | yeast rad50 | sgs1 mgt1 | cln2 rad14
CC1CN(CCCOC(=O)Nc2cccc3ccccc23)CCN1Cc1ccccc1 (stereo not given) is listed with 94* | 82* | 96* | 81* | 96* | 98*
CC(=O)OCCc1ccccc1C#N is listed with 9 | -4 | 12 | 7 | 9 | -11

Remaining list, next part.
SMILES	mec2-1	yeast bub3	mlh1 rad18	yeast rad50	sgs1 mgt1	cln2 rad14
COc1cc(C(=O)N(C)C)cc(OC)c1OC	3	-4	6	-1	-7	2
COc1cc(OC)c(C(C)=O)c(C(C)=O)c1	-14	-11	-3	-16	-14	-5
NC(=O)c1cc(-c2ccccc2Cl)nc2ccccc12	-12	7	2	15	5	7
CNC1C(O)C(OC2C(N)CC(N)C(OC3OC(CN)=CCC3N)C2O)OCC1(C)O (stereo not given)	-43	-26	-5	-17	-34	-16
Cc1c(O)ccc2c1OCC(c1ccc(Cl)cc1)C2 (stereo not given)	70*	93*	94*	88*	73*	78*
CC1(C)C(OC(=O)c2ccccc2)C[C@]23CCC[C@](C)(C[C@@H](O)C12)C3 (stereo not given in full)	-31	-21	-14	-12	-25	-2
O=C(OC1C=C=CS(=O)(=O)CC#C/C=C\1)c1cnc2ccccc2n1 (stereo not given)	76*	80*	69	77*	74*	79*
CCOC(=O)/C=C/OC1CCCCC1	-33	-9	-12	-24	-30	-19
COc1ccccc1NC(=O)C1=C(C)NC(C)=C(C(=O)Nc2ccccc2OC)C1c1ccc(C2C(C(=O)Nc3ccccc3OC)=C(C)NC(C)=C2C(=O)Nc2ccccc2OC)cc1	81*	85*	48	76*	77*	44
CC(C)C(=O)NNc1ccccc1	34	70*	83*	93*	87*	93*
COC(=O)C(=O)c1c(C(=O)OC)nc2nnc(N)n2c1-c1ccc(O)c(OC)c1	-12	16	-10	0	-3	-32
C=C(C)COc1ccc(C(C)(C)C)cc1	17	18	12	18	11	8

Reprinted at random: 6 entries already listed, in no set order.
SMILES	mec2-1	yeast bub3	mlh1 rad18	yeast rad50	sgs1 mgt1	cln2 rad14
CC(C)C(=O)NNc1ccccc1	34	70*	83*	93*	87*	93*
COc1cc(OC)c(C(C)=O)c(C(C)=O)c1	-14	-11	-3	-16	-14	-5
CC1(C)C(OC(=O)c2ccccc2)C[C@]23CCC[C@](C)(C[C@@H](O)C12)C3 (stereo not given in full)	-31	-21	-14	-12	-25	-2
C=C(C)COc1ccc(C(C)(C)C)cc1	17	18	12	18	11	8
CCOC(=O)/C=C/OC1CCCCC1	-33	-9	-12	-24	-30	-19
Cc1c(O)ccc2c1OCC(c1ccc(Cl)cc1)C2 (stereo not given)	70*	93*	94*	88*	73*	78*

Later entries
SMILES	mec2-1	yeast bub3	mlh1 rad18	yeast rad50	sgs1 mgt1	cln2 rad14
COc1ccc(OCOCOc2ccc(OC)cc2)cc1	10	43	-28	-8	12	-285
Cc1ccc(C2SC(N)=Nc3c2c(C)nn3C(=O)c2ccccc2O)cc1 (stereo not given)	16	10	13	9	35	6
CCN(CC)CCNc1ccc2nc(C)n3c4ccc(OC)cc4c(=O)c1c23	23	16	77*	-12	18	28
Cc1ccccc1Oc1ccccc1N	66	59	82*	79*	70	78*
COC1C(O)=C2C(=O)OC(C)(O)/C=C/C=C\C=C/C=C/C(c3ccccc3)NC(=O)/C=C/C=C/C=C/C=C/C2(C)C1O (stereo not given)	-14	-9	4	-2	3	4
O=C1C(Br)=C(Sc2ccc([N+](=O)[O-])cc2)C(=O)c2ccccc21	97*	97*	97*	94*	97*	84*
CC(NNC(=S)N1CC2CCC(CC2)C1)c1cc2ccccc2cn1 (stereo not given)	97*	98*	98*	97*	94*	93*
CCCC1(CC)COC(c2ccc(C)cc2)OC1 (stereo not given)	1	12	3	14	-8	6
CC(CC(C(=O)N(C)C)(c1ccccc1)c1ccccc1)[N+](C)(C)[O-] (stereo not given)	17	13	4	6	0	12
O=C(CC(=O)Nc1ccccc1)NNC(Sc1ccccc1)c1cc(N=Nc2ccc(Br)cc2)ccc1O (stereo not given)	14	-3	-5	5	11	-10
c1ccc(-c2[nH]nc3nc4c(nc23)CCCC4)cc1	-5	-33	7	7	-5	-33
COC(=O)Cc1cc(=O)n2c([nH]c3ccccc32)c1C#N	-21	-19	-16	-17	1	7
CC(C)C(CC(C)(C)C)OC(=O)Nc1cccc2ccccc12 (stereo not given)	26	61	58	13	62	6
CSC(=NC(=O)c1c(Cl)cccc1Cl)SC	14	42	32	22	40	11
COC(=O)C(=O)C(C(=O)C(=O)Nc1ccccc1[N+](=O)[O-])c1nc2ccc([N+](=O)[O-])cc2[nH]c1=O (stereo not given)	15	28	21	18	5	27
Nc1c(C(=O)O)cccc1C(=O)O	-19	4	7	5	-12	1
O=C(O)c1ccc2c(c1)n([O-])c1ccccc1[n+]2=O	-7	0	-1	-3	6	8
CN(CC#CC#CCN(C)c1ccccc1)c1ccccc1	-28	-35	-20	-14	-14	-27
N#CC(c1ccccc1)N(CCc1ccccc1)C(=O)c1ccc(C(=O)N(CCc2ccccc2)C(C#N)c2ccccc2)cc1 (stereo not given)	27	7	-11	15	8	14
CC(C)COP(C)(=O)C(N)(C(F)(F)F)C(F)(F)F (stereo not given)	8	40	-12	11	36	26
Cc1ccccc1-n1c(=S)[nH]c2c(sc(=O)n2-c2ccccc2C)c1=O	-8	0	-11	4	1	18
COC(=O)C1(C)CC2C(C)(CCC3(C)C4=CC=C5C(=CC(=O)C(O)=C5C)C4(C)CCC23C)CC1O (stereo not given)	88*	87*	86*	86*	90*	88*
O[C@]12c3ccccc3C1CCCCC2N1CCOCC1 (stereo not given in full)	-41	-24	-35	-16	-61	-8
O=C(Oc1ccccc1)C(c1ccccc1)c1ccccc1	1	17	-10	-10	8	-60
C[N+]1([O-])CC[N+](C)([O-])CC1 (stereo not given)	-7	14	-24	-5	4	0
O=C(NC(Cl)(C(F)(F)F)C(F)(F)F)c1ccc(F)cc1	7	-4	-23	3	-20	4
O=C(c1ccccc1)c1ccccc1S(=O)(=O)Nc1ccccc1	28	64	73*	63	30	62
CC1(C)CN(C(=S)N2CC(C)(C)SC2=O)C(=O)S1	14	10	14	11	24	10
CC(O)CNC(=O)C(C)O (stereo not given)	-28	8	8	12	-26	-5
CCN(CC)CCC(=O)N1CCc2c([nH]c3ccccc23)C1c1cccnc1 (stereo not given)	-19	0	-28	-27	-4	-7
O=c1[nH][nH]c(=S)c(=O)[nH]1	3	-23	-32	-22	-36	1
CO/C(=N\N=C(/c1ccccc1)C(F)(F)F)c1ccncc1	63	75*	65	45	72*	44
O=C1NCC(=O)N2CCCC12 (stereo not given)	19	11	6	41	28	16
CN(/N=C/c1ccccc1C(=O)O)C1=NCCCCN1	-3	-12	-1	-22	-26	7
COc1ccc(/C(C#N)=C2C=C(Cl)/C(=N/O)C=C/2Cl)cc1	-7	.	-19	-7	.	.
Clc1nc(Cl)c2ncn(C3CCCCO3)c2n1 (stereo not given)	26	38	14	26	5	5
CN1CN(C)C(c2ccncc2)=C1c1ccncc1	-48	-58	-20	-36	-30	0
COc1cc(C2c3cc4c(cc3C(OC(=O)c3ccc[n+](C)c3)C3COC(=O)C23)OCO4)cc(OC)c1OC (stereo not given)	8&-11	42&13	9&5	-3&-16	2&-11	-2&-18
CCCCOCCOC(=O)C(C)O (stereo not given)	14	-1	6	19	12	7
CC(C)c1cccc(C(C)C)c1NC(=O)N1CCCCC1	-16	-2	10	5	0	4
CCN(CC)CCOC(=O)c1ccc(N=Nc2ccc(O)cc2O)cc1	-3	-24	-17	-13	-1	-22
CC1=C(C(=O)Nc2cc(F)c(F)cc2F)C(c2ccc([N+](=O)[O-])cc2)C(C(=O)Nc2cc(F)c(F)cc2F)=C(C)N1	48	37	-1	14	27	16
CC(O)C(NC(=O)C(Cc1ccc(O)cc1)NC(=O)OCc1ccccc1)C(=O)O (stereo not given)	-4	-5	-1	-10	-2	-36
c1ccc2c(c1)NCCOCCNc1ccccc1OCCNCCO2	36	30	7	-2	14	-4
COc1cc(C2c3cc4c(cc3OC(C)(OC)C2C(C)=O)OCO4)cc(OC)c1OC (stereo not given)	2	1	7	28	11	22
Nc1c(O)c(S(=O)(=O)O)c(O)c2c1C(=O)c1ccccc1C2=O	-3	35	34	27	31	31
O=c1/c(=C/c2cccc3ccccc23)sc2nc3ccccc3n12	1	16	1	-10	7	6
C1=CC(=C(c2ccccc2)c2ccccc2)C=C1	-17	-3	-2	-17	-4	-19
Oc1ccc(N=Nc2ccccc2)cc1	100*	99*	99*	98*	99*	98*
CC1CC(=O)N(Cl)C(=O)N1Cl (stereo not given)	-1	-2	-4	-4	0	-1
CCN(CC)CC(=O)Nc1cc(Cl)ccc1OC	-20	9	-6	-4	-6	-35
Cc1ccc(S(=O)(=O)Oc2c([N+](=O)[O-])cc(C)cc2[N+](=O)[O-])cc1	98*	94*	95*	97*	98*	83*
C=CCNC(=S)N/C=C(\C#N)c1nc2ccccc2s1	-6	-4	31	0	-15	32
Cc1ccc(NC(=O)Nc2cccc(Cl)c2)cc1C	5	5	-17	0	-5	-17
Nc1ccc(C(=O)O)c(N)c1	1	-22	-1	-4	-14	-40
Cc1cc(NCCCCCCCCNc2cc(C)nc3cc(N)ccc23)c2ccc(N)cc2n1	91*	92*	89*	90*	92*	88*
CCOC(=O)C(NC(=O)c1ccccc1)(Nc1ccc(Cl)cc1C(F)(F)F)C(F)(F)F (stereo not given)	7	8	17	-18	28	51
N/C(=N\OC(=O)Nc1ccccc1)c1ccccc1	33	12	59	42	68	32
N=C(N=C(C(Cl)(Cl)Cl)C(Cl)(Cl)Cl)N=C(C(Cl)(Cl)Cl)C(Cl)(Cl)Cl	15	-24	20	9	11	-9
CCOC(=O)CCC(NC(=O)c1ccc(OCc2nc3cc(C(F)(F)F)ccc3nc2-c2ccccc2)cc1)C(=O)OCC (stereo not given)	23	39	16	37	32	37
